From PubChem BioAssay
Cneo AK release = Cryptococcus neoformans cell lysis inducers, primary screen, AK release luminescence, single concentration; AID 651654, 2012; 360,000 compounds, 0.2% hits; C. neoformans lysis, adenylate kinase release luminescence, 4 h; normalised: neutral wells 0, clomiphene wells 100; lysis activity, % at 15 µM;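 active means mean lysis activity across replicates of at least 80%, whatever share of replicates individually reach that level; inactive means mean lysis activity below 80%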
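Signal: Adenylate kinase release luminescence | Assay system: Log-phase Cryptococcus neoformans yeast cells | Input: Cells at 5 × 10^6 per mL | Buffer or medium: Fresh YPD growth medium | Compound: Single dose | Schedule: Static 4 h at 37 °C with compound, 1 h detection | Controls: Clomiphene | Read-out: Luminescence rise reflecting yeast cell lysis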
esBAF inh = Bmi1 luciferase reporter increase in mESCs, primary screen, esBAF inhibitor project, mouse ES cells, Bmi1 luciferase knock-in, single point; 24 h; 100% = twice the neutral-well signal; 350,000 compounds, 2% hits; AID 602393, 2012; reporter increase, % at 12.5 µM; in the data active means activation above about 40%; inconclusive means no clear call, values can overlap the other calls;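 further: 0% = median of the plate's neutral control wells and 100% = double that signal; a rise in the Bmi1 reporter signal indicates esBAF inhibition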
Statin myotox sup = suppressors of statin myotoxicity in C2C12 myotubes, primary screen, cell-based, single point, plate reader. C2C12 myotubes + simvastatin, ATP luminescence, 48 h; scaled: DMSO 0, geranylgeraniol control 100. rescue of ATP level, % at 7.49 µM. AID 602340, 2012. 330,000 compounds, 0.78% hits;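 active means mean ATP rescue above about 67%, or every replicate alone reaching that limit, limit read from the data, passing the limit was not always enough; inconclusive means no clear call, values can overlap the other calls; inactive means mean under the limit and some replicate under it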;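 further: myotubes were challenged with 10 µM simvastatin during compound exposure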
SIRT5 block = SIRT5 desuccinylase inhibitors, primary screen, biochemical, fluorescence imaging, single point, set 5 | NAD-dependent protein deacylase sirtuin-5, mitochondrial (Homo sapiens), Q9NXA8 | Purified SirT5, succinyl-peptide AMC, trypsin-coupled fluorescence | inhibition, % at 15 µM | AID 652115, 2013 | 330,000 compounds, 1.1% hits; in the data active means inhibition above about 15%; inconclusive means no clear call, values can overlap the other calls
Target sequence (Q9NXA8 whole entry, looked up): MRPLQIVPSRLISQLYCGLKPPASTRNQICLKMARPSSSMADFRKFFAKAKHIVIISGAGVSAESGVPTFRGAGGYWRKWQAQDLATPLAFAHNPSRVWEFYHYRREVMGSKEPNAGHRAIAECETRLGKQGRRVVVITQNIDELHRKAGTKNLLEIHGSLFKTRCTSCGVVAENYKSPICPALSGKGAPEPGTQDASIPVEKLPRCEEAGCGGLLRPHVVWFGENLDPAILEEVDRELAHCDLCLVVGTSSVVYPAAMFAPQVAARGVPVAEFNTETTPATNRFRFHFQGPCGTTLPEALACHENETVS
ARNT TACC3 PPI = disruptors of ARNT/TACC3 protein interaction, primary screen, biochemical, AlphaScreen, single concentration; Transforming acidic coiled-coil-containing protein 3 (Homo sapiens), Q9Y6A5; AlphaScreen His-ARNT PAS-B/GST-TACC3 binding, luminescence; TACC3 fragment carries E629A point mutation; inhibition, % at 9.99 µM; 390,000 compounds, 0.66% hits;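 active means mean inhibition of replicates at least 50% and at least half of replicates each reaching 50%; inconclusive means half or more replicates reach 50% but mean below 50%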;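 further: 0% = complete ARNT plus TACC3 wells and 100% = ARNT alone without TACC3; many hits fall short of the cut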
miR122 inh = miR-122 Renilla sensor signal increase in Huh7, primary screen, miR-122 inhibitor project, cell-based, single point, plate reader | Huh7 miR-122 Renilla luciferase sensor, 48 h; neutral wells = 0, positive control = 100 | 340,000 compounds, 0.3% hits | activation (reporter increase), % at 12.5 µM;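 active means mean replicate activation score at least 90 and every replicate individually at or above 90; inconclusive means only one of the two criteria met; inactive means neither criterion met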;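 further: higher luciferase means less miR-122 activity so hits act as miR-122 inhibitors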
ERp5 inh = inhibitors of ERp5-driven insulin aggregation, primary screen, biochemical, turbidity, absorbance 650 nm, single point; 90 min; inhibition, % at 9.99 µM; 350,000 compounds, 0.05% hits;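 active means mean replicate inhibition above about 25%, with every replicate also reaching it, limit read from the data, passing the limit was not always enough; inconclusive means only one of those two criteria met; inactive means neither criterion met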
Target sequence (Q15084 whole entry, looked up): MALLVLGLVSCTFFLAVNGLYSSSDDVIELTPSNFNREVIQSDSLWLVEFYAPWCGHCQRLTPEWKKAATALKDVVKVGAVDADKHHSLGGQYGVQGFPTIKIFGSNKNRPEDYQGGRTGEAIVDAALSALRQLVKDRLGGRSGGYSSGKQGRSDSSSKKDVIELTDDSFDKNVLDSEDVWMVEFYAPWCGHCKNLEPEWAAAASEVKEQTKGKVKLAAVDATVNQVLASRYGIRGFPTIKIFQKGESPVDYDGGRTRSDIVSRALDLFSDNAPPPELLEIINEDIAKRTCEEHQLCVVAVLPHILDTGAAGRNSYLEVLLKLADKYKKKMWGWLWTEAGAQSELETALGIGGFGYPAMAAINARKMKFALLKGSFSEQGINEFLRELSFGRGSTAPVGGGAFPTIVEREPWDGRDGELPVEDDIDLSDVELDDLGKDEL
* marks the source's active call; other numbers are inactive results; ? = inconclusive; / = not tested or not shown; [ ] = dose if it differs, or a comment. Compounds as they come; any-hit rate near 4%.

Value order: Cneo AK release	esBAF inh	Statin myotox sup	SIRT5 block	ARNT TACC3 PPI	miR122 inh	ERp5 inh
O=C1CCC(C(=O)Nc2ccc([N+](=O)[O-])cc2)N1 (configuration not stated)
  -1	-12	-3	2	-6	/	2
CCCCCCCCCCCCCCC(O)C[N+](C)(CCO)CCO (configuration not stated)
  /	/	/	2	-3	-4	7
N#Cc1cccc(-c2ccc3c(c2)[C@H]2[C@H](CCN2C(=O)c2ccncc2)[C@H](CO)N3)c1
  -5	18	-16	/	-12	18[16.7 µM]	/
O=C(O)c1cccc(NS(=O)(=O)c2ccc3nnn(O)c3c2)c1
  4	-1	-1	/	-20	0	/
Cn1c(CN2CCCC2)nc2cc(NC(=O)COc3ccc(Cl)cc3)ccc21
  9	-4	-5	0	-4	/	-3
Cc1ccc(N=C2SC(C(=O)O)CC(=O)N2C)cc1C (configuration not stated)
  0	-4	0	-1	-13	-6	0
O=C(c1cc(-c2ccncc2)nc2ccccc12)N1CCN(c2ncccn2)CC1
  /	-1	16	2	/	-4	1
CCOC(=O)c1cc([N+](=O)[O-])sc1NC(=O)c1ccc(S(=O)(=O)N2CC3(C)CC2CC(C)(C)C3)cc1 (configuration not stated)
  /	-44	-120	-2	-30	-5	1
CC(=O)[C@@]1(O)Cc2c(O)c3c(c(O)c2[C@H](O[C@H]2C[C@H](N)[C@H](O)[C@H](C)O2)C1)C(=O)c1ccccc1C3=O
  12	-82	-257	-3	/	-22	-3
COC(=O)c1ccc2c(c1)NC(=O)C(N(CC(C)C)CC(C)C)S2 (configuration not stated)
  -1	7	40	-3	1	1	1
COc1cccc(CC(=O)Nc2nc(-c3ccc(OC)c(OC)c3)cs2)c1
  0	-4	-2	/	/	/	1
CCC(C)[C@H](NC(=O)NCc1ccc(S(N)(=O)=O)cc1)C(=O)OC (some centres not stated)
  0	-10	-3	-1	/	-1	-4
COCCCNC(CC(=O)Nc1cc(C)cc(C)c1)C(=O)O (configuration not stated)
  /	/	/	-4	0	/	5
Cc1ccc(NC2CCCN(C(=O)c3ccccc3N3CCOCC3)C2)cc1C (configuration not stated)
  0	0	3	-3	0	0	1
COc1ccc(C(C)(C)C)cc1NC(=O)c1ccc2ncsc2c1
  1	4	-9	-3	5	-5	-3
COc1cccc(-c2ccc([C@H]3[C@H](C#N)N(C(=O)Cc4ccccc4)[C@H]3CO)cc2)c1
  1	-4	23	-2	4	/	10
COc1ccccc1Cn1c(=S)[nH]c2cc(C(=O)NCc3cccnc3)ccc2c1=O
  4	-4	7	1	9	10	1
O=C(C[C@H]1C[C@H](C(=O)N2CCCCC2)[C@@]2(CCc3ccccc3)c3[nH]c4cc(-c5ccco5)ccc4c3CCN2C1=O)NCc1cccc(C(F)(F)F)c1
  -3	8	0	0	-2	-5	-4
COC(=O)c1ccc(NC(=O)C(=O)N2CCN(C(=S)Nc3ccccc3OC)CC2)cc1
  -3	/	/	/	-5	-5	/
COC(=O)C1=C(C)OC(N)=C(C#N)C1c1ccccc1F (configuration not stated)
  -1	-6	11	/	-3	6	/
C[C@@H]1CN([C@H](C)CO)C(=O)c2cccc(NC(=O)Nc3cccc4ccccc34)c2O[C@H]1CN(C)C(=O)NC1CCCCC1
  5	5	-33	0	-9	-3[16.7 µM]	-3
COc1ccc(NC(=O)Nc2ccc3c(c2)C(=O)N([C@H](C)CO)C[C@@H](C)[C@H](CN(C)S(=O)(=O)c2ccc(C)cc2)O3)cc1
  0	-1	-50	2	1	-9[16.7 µM]	3
CC(=O)Oc1ccc(C(=O)O)cc1OC(C)=O
  15	9	-5	1	-8	1	-4
NC(=O)NC(=O)COC(=O)c1ccc2noc(-c3ccccc3)c2c1
  -4	68*	10	-1	2	/	0
COc1ccc(CN(C)C(=O)COC(=O)c2cnc(Cl)c(Cl)c2)cc1
  1	-8	-2	-1	3	3	-9
O=C(CSc1nnc(-c2ccc(F)cc2)c2ccccc12)Nc1ccccc1
  /	/	/	-3	-7	/	2
Cc1cc(NS(=O)(=O)c2ccc(NC(=O)COc3ccccc3C(C)(C)C)cc2)no1
  3	-4	5	0	4	5	-2
COC(=O)C[C@H]1CC[C@@H]2[C@@H](COc3ccc(NC(=O)c4ccccc4)cc3C(=O)N2C)O1
  /	1	2	/	/	2[16.7 µM]	/
COc1ccc(CNC(=O)CN2CCN(S(=O)(=O)c3cc(Br)ccc3Br)CC2)cc1OC
  0	-2	9	-5	4	-13	-3
S=C(NCCc1ccccc1)Nc1ccc(Nc2ccccc2)cc1
  14	14	-8	-3	-3	-2	-1
COc1cc(/C=C/C(=O)O)cc(S(=O)(=O)Nc2ccc3nc(C)sc3c2)c1OC
  0	/	/	4	-2	-6	0
C/C=C(\C)C(=O)Nc1cccc(C2=NOC3(C2)C[C@H](C(N)=O)N(C(=O)C(c2ccccc2)c2ccccc2)C3)c1 (some centres not stated)
  6	9	26	/	-2	0	/
COc1cc(OC)cc(C(=O)Nc2nnc(SCC(=O)NCC3CCCO3)s2)c1 (configuration not stated)
  -1	2	-4	-2	-6	/	1
COc1cccc(/C=N/n2c(N)c(S(=O)(=O)c3cccs3)c3nc4ccccc4nc32)c1OC
  -1	0	-30	/	-5	-11	/
COc1ccc(C=C(C(=O)O)c2ccc(OC)cc2)cc1
  /	52*	5	-1	/	-10	-2
CC(C)(C)N1C(=O)[C@H]2[C@@H](c3ccc(Br)cc3)N3C(=O)N(c4ccccc4)C(=O)[C@@]3(Cc3ccccc3)[C@H]2C1=O
  -4	-7	-20	/	-1	/	0
CCn1nnnc1SCC(=O)Nc1nc2ccc(OC)cc2s1
  -3	/	/	/	-13	-2	/
CC(=O)c1ccc(N2CCN(C(=O)COc3ccc4c(c3)CCC4)CC2)cc1
  1	6	9	0	-7	/	-1
COc1ccc(C(=O)CSc2nc3ccccc3n2CC(=O)NC(C)(C)C)cc1
  3	4	12	3	-1	/	3
CC(=O)NC(Cc1ccc(F)c(F)c1)C(=O)NC1CCN(c2nnnn2-c2ccccc2)CC1 (configuration not stated)
  /	/	/	-2	-8	/	5
CCCC(=O)Nc1ccc2c(c1)C(=O)N(C)[C@H]1CC[C@H](CC(=O)NCCCN(C)C)O[C@@H]1CO2
  3	-3	-7	1	4	-6[16.7 µM]	9
Cn1c(=O)c2cc(NC(=O)NCCc3ccccc3)ccc2n1Cc1ccccc1
  1	8	1	/	/	-8	1
CC(C)C#Cc1ccc([C@H]2[C@@H](C#N)N(C(=O)C3CCOCC3)[C@H]2CO)cc1
  1	6	-3	2	-3	/	-6
COc1ccc(C(C)NC(=S)NCc2ccc(F)cc2)cc1 (configuration not stated)
  13	/	/	-3	4	10	7
CCCN1[C@@H]2c3ccc(C4=CCCCC4)c(=O)n3C[C@H]1[C@H](CO)[C@H]2C(=O)N1CCOCC1
  -5	-8	-1	-8	-4	-5[16.7 µM]	-8

esBAF inh, entries above that show a hit
SMILES | esBAF inh | SIRT5 block | ARNT TACC3 PPI | miR122 inh | ERp5 inh
NC(=O)NC(=O)COC(=O)c1ccc2noc(-c3ccccc3)c2c1 | 68* | -1 | 2 | / | 0
COc1ccc(C=C(C(=O)O)c2ccc(OC)cc2)cc1 | 52* | -1 | / | -10 | -2

The list goes on.
Value order: Cneo AK release	esBAF inh	Statin myotox sup	SIRT5 block	ARNT TACC3 PPI	miR122 inh	ERp5 inh
Cn1c(CCN2CCN(c3ccccn3)CC2)nc2cc(NC(=O)COc3ccc([N+](=O)[O-])cc3)ccc21
  1	2	14	-2	4	2	6
CCC(NC(=O)c1cc(COc2ccc(OC)cc2Cl)on1)c1ccncc1 (configuration not stated)
  -5	47*	6	-1	-4	-1	2
OC[C@H]1[C@@H](c2ccc(-c3ccccc3)cc2)[C@@H]2CN(Cc3cncnc3)CCCCN12
  2	/	/	-1	4	5[16.7 µM]	0
C/C(=N/NS(=O)(=O)c1ccccc1)c1ccc(Cl)cc1
  /	-2	6	1	-3	/	1
C[C@@H]1CN([C@@H](C)CO)C(=O)c2cccc(NC(=O)Nc3ccc(C(F)(F)F)cc3)c2O[C@H]1CN(C)Cc1ccc(Cl)c(Cl)c1
  3	1	/	0	0	0[16.7 µM]	-2
CCCc1ccc(OCCNC(C)=O)cc1
  /	/	/	-1	2	/	-2
COc1ccc(OC)c(C(c2nnnn2C2CCCC2)N2CCN(c3ccccc3F)CC2)c1 (configuration not stated)
  16	-8	1	/	-1	?	/
C[C@H](CO)N1C[C@H](C)[C@H](CN(C)Cc2ccc(C(=O)O)cc2)Oc2ccc(NC(=O)Cn3cnnn3)cc2CC1=O
  2	7	-18	13	-4	-7[16.7 µM]	3
Cc1cc(C)c(S(=O)(=O)N2CCOC2CNC(=O)C(=O)NCc2cccnc2)c(C)c1 (configuration not stated)
  0	-5	3	5	-1	-9	-2
COc1cccc(NC(=O)Nc2ccc3c(c2)C(=O)N(C)[C@@H]2CC[C@@H](CC(=O)NCCc4ccccc4)O[C@@H]2CO3)c1
  -4	9	6	/	-1	/	-3
O=C(Nc1nnc(-c2ccc(Cl)cc2)o1)C1CCCCC1
  0	-7	-1	-3	-2	-4	5
C=CCN1C(=O)c2ccc(C(=O)OCC(=O)N(CC)c3c(N)n(Cc4ccccc4)c(=O)[nH]c3=O)cc2C1=O
  -1	-2	5	-7	-5	-7	-1
CN1C(=O)c2cc(NC(=O)c3cc(F)cc(F)c3)ccc2OC[C@H]2O[C@@H](CC(=O)O)CC[C@@H]21
  -2	8	1	1	-8	-4[16.7 µM]	-5
CCC(=O)N(C)C[C@@H]1[C@H](c2ccc(C3=CCCC3)cc2)[C@H](CO)N1C(=O)CC
  -1	7	-23	-1	2	-6[16.7 µM]	9
Cc1noc(C)c1S(=O)(=O)Nc1ccc2c(c1)C(=O)N([C@@H](C)CO)C[C@H](C)[C@H](CN(C)C(=O)NC1CCCCC1)OCCCC[C@H](C)O2
  0	5	-21	-3	-6	-6[16.7 µM]	6
